Rtt109 Vps75 – inhibitors of Candida albicans Rtt109/Vps75 histone acetyltransferase; inhibition, % at 34.9 µM; Q5AAJ8; 0.16% of 330,000 active; purified Rtt109/Vps75, ThioGlo CoA-SH fluorescence, 4 h;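 active = inhibition of at least 50% in every replicate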
Target sequence (Q5AAJ8 whole entry, looked up): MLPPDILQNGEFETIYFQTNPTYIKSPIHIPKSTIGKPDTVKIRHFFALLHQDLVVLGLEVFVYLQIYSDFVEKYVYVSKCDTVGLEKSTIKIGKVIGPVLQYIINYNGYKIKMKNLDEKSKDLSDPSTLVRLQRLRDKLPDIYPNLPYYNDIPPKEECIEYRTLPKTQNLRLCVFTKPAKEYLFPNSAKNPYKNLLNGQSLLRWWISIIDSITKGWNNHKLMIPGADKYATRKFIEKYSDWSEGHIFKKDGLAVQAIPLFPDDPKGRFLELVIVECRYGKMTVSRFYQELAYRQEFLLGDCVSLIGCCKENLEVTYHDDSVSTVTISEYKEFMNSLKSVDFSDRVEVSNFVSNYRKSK
PfHsp90 set2 – inhibits growth of yeast expressing Plasmodium falciparum Hsp90. S. cerevisiae expressing PfHsp90, BacTiter-Glo ATP, 48 h; yeast lacking PDR1 and PDR3 efflux regulators. inhibition, % at 9.4 µM. 0.32% of 310,000 active;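 active = every replicate shows inhibition above about 80%, whatever the replicate mean, limit read from the data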;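 note: 0% = DMSO neutral controls and 100% = 20 µM radicicol positive controls; yeast relying on Plasmodium falciparum Hsp90 in place of its own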
DAGLB inh – diacylglycerol lipase beta (human) inhibition; 0.059% of 340,000 active; HEK293T DAGLB membrane lysate, EnzChek fluorogenic substrate; Q8NCG7; inhibition, % at 5.17 µM; in the data active = inhibition above about 34%;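 note: 0% = enzyme with vehicle and 100% = wells lacking enzyme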
Target sequence (Q8NCG7 whole entry, looked up): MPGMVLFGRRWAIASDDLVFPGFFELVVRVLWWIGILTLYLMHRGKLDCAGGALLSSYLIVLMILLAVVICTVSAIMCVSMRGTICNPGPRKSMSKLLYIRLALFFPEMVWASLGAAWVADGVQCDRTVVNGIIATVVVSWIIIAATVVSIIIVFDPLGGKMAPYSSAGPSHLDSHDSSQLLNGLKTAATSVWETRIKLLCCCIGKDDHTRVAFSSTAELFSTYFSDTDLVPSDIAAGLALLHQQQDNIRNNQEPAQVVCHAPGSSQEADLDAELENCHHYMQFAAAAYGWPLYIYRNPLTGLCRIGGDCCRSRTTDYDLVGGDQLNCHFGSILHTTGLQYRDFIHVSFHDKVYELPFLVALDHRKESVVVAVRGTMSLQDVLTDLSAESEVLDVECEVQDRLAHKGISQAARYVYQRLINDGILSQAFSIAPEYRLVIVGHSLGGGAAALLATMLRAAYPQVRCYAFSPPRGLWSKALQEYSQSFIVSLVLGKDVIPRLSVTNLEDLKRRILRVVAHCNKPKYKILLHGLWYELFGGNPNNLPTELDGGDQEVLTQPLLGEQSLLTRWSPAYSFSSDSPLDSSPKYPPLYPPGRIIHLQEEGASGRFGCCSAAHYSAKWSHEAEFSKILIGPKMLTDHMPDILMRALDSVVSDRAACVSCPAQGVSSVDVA
Tat export inh – blocks Tat-dependent protein export in E. coli. E. coli MC4100 TorA-mCherry Tat export, fluorescence. inhibition, % at 10 µM. 0.036% of 340,000 active. AID 488895;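 active = mean replicate inhibition at least 50% and at least half of replicates individually reaching 50%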;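 note: exported cargo escapes ClpAP degradation while cytoplasmic cargo is degraded and loses fluorescence; 0% = median of neutral control wells and 100% = median of NaSCN control wells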
CAL PDZ FP – blocks peptide binding to human CAL PDZ domain; Q9HD26; purified CAL PDZ, TMR-peptide fluorescence polarization, 1 h; inhibition, % at 20 µM; 0.02% of 330,000 active;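 active = highest replicate inhibition of at least 40%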;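 note: plate controls were DMSO neutral control wells for no effect and unlabeled competitor peptide control wells for full effect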
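Material – purified CerCALP PDZ construct · Detection – FP readout, S and P plane fluorescence · Measure – percent inhibition from loss of millipolarization · Controls – unlabelled peptide for full inhibition, DMSO wells as neutral · Probe or stimulus – TMR-labelled reporter peptide T*-PRC34 bound in PDZ groove · Times – 1 h at RT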
AddAB inh – less growth of phage-infected E. coli with AddAB; AID 435030; inhibition, % at 11.9 µM; 0.29% of 330,000 active; E. coli expressing H. pylori AddAB, absorbance growth; in the data active = inhibition above about 12%;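 note: 0% = vehicle wells of infected cells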
PvdQ acylase – P. aeruginosa PvdQ acylase inhibition. purified PvdQ acylase, fluorescence plate reader. inhibition, % at 10 µM. 0.063% of 340,000 active. AID 488965; in the data active = inhibition above about 30%, passing the limit was not always enough;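 note: 0% = vehicle neutral wells and 100% = reference inhibitor wells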
phage Ecoli inh – E. coli growth loss with phage present; growth absorbance; inhibition, % at 11.9 µM; 0.26% of 360,000 active; AID 651602; in the data active = inhibition above about 11%
Ecoli viability – bacterial growth inhibition, counter-screen for AddAB inhibitors | inhibition, % at 11.9 µM | AID 449728 | E. coli V3065 growth, OD600 absorbance, 18 h | 0.27% of 330,000 active;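 active = inhibition above the campaign's mean inhibition across all tested compounds plus 3 SD, cut at about 9.9% in these data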;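 note: uninfected addAB+ strain grown without phage in ampicillin broth; 0% = DMSO wells and 100% = ciprofloxacin 0.95 µg/ml wells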
Wnt act – Wnt/beta-catenin pathway activation | Wnt/beta-catenin reporter cell assay, activator, plate reader | activation, % at 9.35 µM | 1.2% of 300,000 active; in the data active = activation above about 30%, passing the limit was not always enough;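 note: 0% = neutral control wells and 100% = positive control wells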
Active calls of the source: *; nt = not tested or not shown. Compounds as they come; 1.9% or so of the library scored in one or more.

compound	Rtt109 Vps75	PfHsp90 set2	DAGLB inh	Tat export inh	CAL PDZ FP	AddAB inh	PvdQ acylase	phage Ecoli inh	Ecoli viability	Wnt act
COP(=O)(OC)c1nc(-c2ccccc2)oc1NCc1ccccc1	6	-13	0	-2	-0.3	2.6	-13	1.2	2.3	0
CC(=O)Nc1cnc2ccccc2n1	0	-27	-1	0	-1.5	-0.4	-12	1.4	-2.2	3
COc1cc(/C=N/NC(=S)NC2CC3C=CC2C3)cc(OC)c1OC (stereo not given)	29	-16	nt	14	-0.7	0.3	14	0.5	-0.9	-2
CCOC(=O)N1CCN(C(=O)c2ccc3nc(C)sc3c2)CC1	-4	2	1	-3	-2.2	1.6	-12	1.6	-1.2	nt
COc1ccc(OC)c(S(=O)(=O)N2CCN(c3ncccn3)CC2)c1	-2	-26	-1	-4	1.6	-0.1	-11	1.2	-1.4	0
COc1ccc(CN(C(=O)COc2ccc(C)c(C)c2)C2CCS(=O)(=O)C2)cc1OC (stereo not given)	6	14	0	0	-1.1	-1.4	-5	2.0	-0.9	2
CC(C)CCC(C)N=Cc1c(O)n(Cc2ccccc2)c(=O)c2ccccc12 (stereo not given)	4	-1	-12	2	nt	3.9	-2	4.0	2.6	nt
COc1cccc2c(=O)n(CC(=O)N3CCCCC3)ccc12	2	-2	-4	4	-0.3	-1.3	-12	2.0	1.2	-2
Cc1cc(-c2cc(C)c(N)cc2C)c(C)cc1N	-7	nt	-1	-9	-1.5	nt	11	1.3	nt	-1
COCCNC(=O)C(c1cccnc1)N(Cc1ccc(C)cc1)C(=O)Cn1nnc2ccccc21 (stereo not given)	-8	12	0	-9	-2.1	2.3	-10	4.5	0.3	-1
CCCCNC(=S)N1CCN(c2nc3ccccc3s2)CC1	17	1	0	-6	-1.9	1.1	0	2.0	2.8	-2
CCOC(=O)c1c(/N=C/c2cccc([N+](=O)[O-])c2O)sc2c1CCC2	-2	-11	4	-7	-1.8	0.5	-6	3.8	-0.1	-2
O=C(C[C@@H]1C/C=C\C[C@H](NC(=O)OCC2c3ccccc3-c3ccccc32)C(=O)OC[C@@H]2CCCN2C1=O)N[C@H](CO)Cc1ccccc1	-1	8	0	-4	-0.1	2.2	-11	0.8	1.4	-1
COC(=O)C1C(O)=C(C=Nc2ccccc2)C(=O)CC1(C)C (stereo not given)	-6	9	-1	-4	-4.4	0.2	-12	2.4	-0.3	5
O=C(CCNS(=O)(=O)c1ccc2[nH]c(=O)oc2c1)NCc1ccc(F)cc1	-5	31	2	-3	-2.5	1.6	-8	3.0	-1.0	-2
CS(=O)(=O)c1ccccc1C(=O)Nc1ccc2sccc2c1	4	39	0	-3	0.0	1.8	-5	-0.5	-1.9	2
CC(C)Cn1c(N)c(C(=O)CSc2nnc(-c3ccco3)n2C)c(=O)n(C)c1=O	3	4	-1	-11	-1.0	-0.5	-15	4.2	-0.5	0
Cc1cc(OC(C)C)c2c(-c3ccccc3)cc(=O)oc2c1	7	-12	-10	1	nt	1.9	-8	0.2	-1.5	nt
O=C(O)c1ccc(NC2OC[C@@H](O)[C@H](O)[C@H]2O)cc1 (stereo not given in full)	10	-12	-2	-15	1.3	-3.3	-4	4.0	-0.4	-3
Cn1nnnc1SCC(=O)Nc1ccccc1Cc1ccccc1	5	9	-2	-2	-0.6	-1.2	0	1.8	-3.7	-4
O=C(Cc1ccccc1)OCC(=O)c1cccc([N+](=O)[O-])c1	-2	0	-1	-6	-0.4	-0.8	-15	2.5	2.2	17
COc1ccc(Cl)cc1NC(=O)CN(C)C(=O)c1cc2ccccc2cc1O	-4	1	0	-4	-2.6	-2.2	-11	0.8	-2.1	-1
COc1ccc(C(=O)Cc2cc(OC)c(OC)cc2[N+](=O)[O-])cc1	-2	-3	-4	-7	-1.5	-0.3	-7	1.2	0.2	nt
Cc1c(-c2ccc(F)cc2)nc(N)c(C#N)c1-c1cccs1	-4	nt	-10	-11	-1.3	1.2	-9	-0.2	0.4	-7
CCCCNC(=O)CSc1nc2ccccc2c(=O)n1C1CCCC1	0	19	-3	1	0.3	0.2	-6	1.5	-0.5	1
C=CCOC(=O)COc1ccc2c(C)c(C)c(=O)oc2c1C	3	0	-1	-9	-2.5	-1.6	-27	1.7	-2.3	-3
Cc1cccc(Nc2nccc(N(C)C)c2C#N)c1	-2	-24	nt	-7	-0.2	2.1	-8	4.4	2.6	1
CC1(C)CC(CC(=O)Nc2nccs2)(c2ccccc2)CCO1 (stereo not given)	-1	-15	-2	-8	-1.2	-1.2	-11	4.1	-2.0	-1
Cc1cccn2c(=O)c(C=O)c(N3CCN(c4ccc(F)cc4)CC3)nc12	8	12	-1	-2	-1.3	-1.4	-5	3.8	-0.1	nt
COc1ccc(S(=O)(=O)N2CCCC(C(=O)NCc3ccc4c(c3)OCO4)C2)cc1 (stereo not given)	-8	6	-1	-2	-0.9	1.4	6	-0.5	1.8	-4
O=C(NCc1ccc(Cl)cc1)c1ccc(S(=O)(=O)N2CCCCC2)cc1	-8	nt	-3	0	0.4	1.8	6	0.5	-1.9	-2
Cn1cc(C(=O)C(=O)N2CCCC2)c2ccccc21	-1	-11	-1	-2	-0.6	nt	-4	1.8	nt	3
N#CC1=C(N)SC(N)=C(C#N)C1C1C=CCCC1 (stereo not given)	-5	nt	3	1	-0.1	6.5	-8	3.1	-2.1	nt
CC(=O)NN1C(=O)/C(=C\c2ccc(Cl)cc2)SC1=S	-2	2	7	-1	0.0	0.6	-11	1.6	1.1	1
Cc1ccc(-n2c(SCC(=O)NCC3CCCO3)nc3c(c2=O)SCC3)cc1 (stereo not given)	3	nt	1	4	0.1	1.3	-4	3.5	-3.2	nt
CC[N+](C)(C)CCN(Cc1ccc(Cl)cc1)c1ccccn1	-3	nt	-3	-3	-1.8	1.5	2	1.7	-4.2	-2
Cc1ccc(-c2nnn(CC(=O)N(CC(=O)NC3CCCCC3)c3cccc(F)c3)n2)o1	7	-30	1	6	-1.7	nt	-13	-2.5	nt	0
O=C(NC(=S)N1CCN(c2ccc([N+](=O)[O-])cc2)CC1)c1ccccc1F	-3	2	2	-3	-0.8	1.9	4	2.5	-0.8	-1
COc1ccc2c(c1)CCc1c(C(=O)Nc3ccn(Cc4ccc(C)cc4)n3)noc1-2	-11	-26	0	-6	0.6	1.3	-13	-0.4	1.9	-1
CCCCCCn1nc(C(=O)Nc2nc3c(s2)CCCC3)c2ccccc2c1=O	0	2	-7	0	-2.2	4.3	-13	0.4	1.2	nt
Cc1cccc(C)c1NC(=O)C1(NC(=O)C2CCC(=O)N2)CCCCC1 (stereo not given)	-22	-21	1	0	-1.5	0.4	-14	1.2	-0.6	-1
Cc1ccc(NC(=S)NCc2ccc(Cl)cc2)c(OC(F)F)c1	-2	-22	-4	2	-2.6	0.6	-3	5.1	1.2	1
CC1CCCCN1C(=S)NCc1ccccc1 (stereo not given)	4	7	-2	5	-0.4	2.5	-19	2.0	-1.2	1
CC(C)(C)C(=O)Nc1cccc(-c2nnc(-c3cccc(NC(=O)C(C)(C)C)c3)o2)c1	-3	-3	1	5	-2.6	-1.3	-13	1.5	-0.1	1
C[C@H](CO)N1C[C@H](C)[C@@H](CN(C)S(=O)(=O)c2ccccc2)Oc2c(NC(=O)Nc3ccc4c(c3)OCO4)cccc2C1=O	0	-8	-1	-1	-0.4	0.2	-17	-0.1	-2.5	0
CC1(C)OC2OC(C(=O)N/N=C/c3cc(Br)ccc3O)C3OC(C)(C)OC3C2O1 (stereo not given)	-20	-4	2	3	-1.9	-0.2	6	0.8	0.0	-2
COc1ccc(C2CC(c3ccccc3)Nc3nc(NC(=O)c4ccco4)nn32)cc1 (stereo not given)	1	-3	3	5	-1.2	-0.2	-33	1.6	-1.2	nt
CC(C)(C)OC(=O)N1CC=C2C(C#N)=C(N)C(C#N)(C#N)C(c3cccs3)C2C1 (stereo not given)	21	nt	9	-8	nt	-1.1	-14	1.2	-3.0	nt
COc1ccccc1CN(Cc1nc2ccccc2c(=O)[nH]1)C(=O)Nc1ccc(C)cc1	7	-11	1	-14	-1.9	2.9	-4	2.0	-2.3	-2
COC(=O)c1ccc(Cn2cnc3c(sc4nc(N5CCOCC5)c5c(c43)CCCC5)c2=O)o1	-2	-2	-9	-4	-9.2	-2.2	-11	1.6	-0.4	nt
O=C(c1ccccc1Cl)N1CCc2ccccc2C1	25	nt	-4	-7	-0.9	1.6	2	-0.2	-0.3	nt
NNC(=O)COc1ccccc1[N+](=O)[O-]	16	4	0	-1	-1.0	1.3	11	3.0	1.5	-1
Cc1nc2ccccc2c(=O)n1CCN1CCOCC1	4	0	-2	2	-3.2	1.6	-18	2.2	-1.4	-4
CC1CN(C(=O)CCC(=O)NCCCN2CCN(Cc3ccccc3)CC2)c2cc(Cl)ccc2O1 (stereo not given)	-13	9	-2	-7	-1.1	1.9	-8	1.9	-2.5	2
COc1ccccc1C1=NC(c2ccccc2)CN1c1ccccc1 (stereo not given)	3	-9	-5	6	0.1	-0.2	-61	1.7	0.9	0
Cc1ccc(-c2cc(C(=O)NCC(c3ccccc3)N(C)C)c3ccccc3n2)o1 (stereo not given)	-4	17	-2	0	-0.5	-0.5	15	3.2	-0.5	-3
COc1ccc(NC(=O)c2ccc(-n3nc(C)cc3C)cc2)cc1OC	0	4	-2	-12	0.1	-1.4	-4	3.8	1.3	nt
CC(=O)O[C@@H]1[C@H]2[C@@H](C[C@@H](C)[C@@H]3CCC(=O)[C@@]13C)OC(=O)[C@@H]2C	0	nt	-2	-12	-0.4	3.7	-2	3.3	2.3	3
CC(C)C[C@@H](CNCC(=O)[C@H](Cc1ccccc1)NC(=O)c1[nH]cnc1C(=O)N[C@@H](C)CN)NC(=O)c1nc[nH]c1C(=O)N[C@@H](C)C(=O)O	5	-4	-2	13	0.7	nt	7	3.0	nt	3
O=C(c1cc2ccccc2oc1=O)N1CCN(c2ncccn2)CC1	5	nt	0	-2	0.2	0.6	-2	nt	-0.4	nt

The listing continues.
compound	Rtt109 Vps75	PfHsp90 set2	DAGLB inh	Tat export inh	CAL PDZ FP	AddAB inh	PvdQ acylase	phage Ecoli inh	Ecoli viability	Wnt act
Cc1cccc(N2CCN(C(=O)C3CCN(c4ncnc5c4nc4n5CCCCC4)CC3)CC2C)c1 (stereo not given)	5	9	-1	4	-1.3	2.4	-5	-0.1	-2.1	-4
O=C1C(Cc2ccc(F)cc2)SC(=Nc2ccccc2)N1c1ccccc1 (stereo not given)	3	-19	-8	10	-2.2	2.1	-9	4.3	-0.4	nt
Cc1cccc(C(=O)Nc2cc(Cl)ccc2-n2cncn2)c1[N+](=O)[O-]	-6	-9	0	-7	-2.2	0.9	-16	2.5	-0.4	-4
O=C(O)c1ccc(-c2nc3scc(-c4ccccc4)c3c(=O)[nH]2)cc1	-12	14	0	-5	-5.2	2.2	-9	1.4	0.1	4

Source: PubChem (several laboratories)
